FLuc counter: inhibits or activates purified firefly luciferase, miR-21 counter-screen | P08659 | purified FLuc, Km substrates, luminescence inhibition | AID 588342 | 6.9% of 360,000 active | Potency, µM (highest dose often 57.5 µM), inactives show top-dose activity change, negative = inhibition, most hits filed as inhibitors;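 note: plate controls were vehicle for no effect and reference inhibitor for full effect; nearly all actives have a fitted effect of over 55% in size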
Target sequence (P08659 whole entry, looked up): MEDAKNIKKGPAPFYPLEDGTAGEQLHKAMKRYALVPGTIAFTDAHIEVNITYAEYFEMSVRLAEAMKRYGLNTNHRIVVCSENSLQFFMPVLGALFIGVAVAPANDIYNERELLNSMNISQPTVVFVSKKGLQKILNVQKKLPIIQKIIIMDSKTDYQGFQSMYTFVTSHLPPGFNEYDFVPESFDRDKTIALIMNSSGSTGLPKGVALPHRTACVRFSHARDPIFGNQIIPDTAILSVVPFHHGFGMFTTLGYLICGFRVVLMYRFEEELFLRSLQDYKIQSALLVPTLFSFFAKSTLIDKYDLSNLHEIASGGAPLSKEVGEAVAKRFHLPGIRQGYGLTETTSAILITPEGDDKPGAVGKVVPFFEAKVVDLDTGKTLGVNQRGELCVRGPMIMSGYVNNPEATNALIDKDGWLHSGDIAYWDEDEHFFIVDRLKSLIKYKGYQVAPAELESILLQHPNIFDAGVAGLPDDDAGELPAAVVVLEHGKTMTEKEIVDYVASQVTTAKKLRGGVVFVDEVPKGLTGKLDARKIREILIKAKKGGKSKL
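Purified P. pyralis luciferase (10nM final) with 10uM D-luciferin and 10uM ATP (Km levels) in 50mM Tris acetate pH 7.5, 10mM Mg acetate, 0.01% Tween-20, 0.05% BSA; qHTS 6-point titration, ~60 µM downward; luminescence read.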
uPA surface inh: inhibitors of cell surface uPA generation | AID 540303 | 0.31% of 330,000 active | cell surface uPA generation assay, qHTS | Potency, µM (top dose mostly 38.3 µM), inactives show at the highest dose activity change, negative = inhibition, most hits filed as inhibitors; active = well fitted inhibition curve with a large enough effect; inconclusive = small, poorly fitted or top-dose-only effect; inactive = no such curve, though single readings can be large or run the other way; tested in mouse RAW 264.7 cells; note: % is set by controls: 0 for no effect and ±100 for the full control effect; nearly all actives have a fitted effect of over 55% in size
BRCA1 expr act: increases BRCA1 expression | 1.1% of 380,000 active | MCF7-BRCA1-FFLuc reporter, luminescence, 48 h; response scale: scaled: vehicle 0%, 10 µM genistein 100% | Potency, µM (highest dose often 46.1 µM), for inactives: top-dose activation, actives largely listed as activators; note: nearly all actives have a fitted effect of over 80% in size; some results filed as inactive show a strong effect at the top dose
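Activators of BRCA1 expression were detected as increased firefly luciferase luminescence in engineered MCF7 cells after 48 h compound incubation. Signals were scaled to genistein 10 microM as full activation.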
Active calls of the source: *; u = inconclusive; x = no result given. Unless noted, calls come from the whole dose curve; as a rule, active = well fitted curve in the direction sought with a large enough effect; inconclusive = small, poorly fitted or top-dose-only effect, or another doubt; inactive = no such curve, though single readings can be large; an effect the other way counts as inactive or inconclusive. Potency is the fitted concentration of half-maximal effect. A portion of the library, so the mix of outcomes need not match the whole.

The line under a structure holds: FLuc counter | uPA surface inh | BRCA1 expr act
CCc1nnc(NC(=O)c2ccc3c(c2)C(=O)N(CC)C3=O)s1
→ x | 2% | -2%
O=C1N=C2N(CCN3CCCCC3)c3ccccc3N2/C1=C\c1ccc([N+](=O)[O-])s1
→ x | 1% | -2%
O=C(c1ccc2c(c1)C(=O)N(c1ccc(Cl)cc1)C2=O)N1CCN(c2ccccn2)CC1
→ x | -8% | 9%
NC(=N\N=CCc1ccccc1)/C(N)=N/N=CCc1ccccc1
→ x | -3% | u
O=C(NCCc1nc(-c2ccccc2Cl)no1)C1CCCCC1
→ x | -5% | -4%
CC(=O)c1cccc(NC(=O)c2nc(-c3ccccc3)n(-c3ccccc3)n2)c1
→ u | x | 0%
Cc1csc2nc(COc3ccccc3NC(=O)c3ccccc3Cl)cc(=O)n12
→ -7% | x | -7%
CCC(C)NC(=O)CCSc1nc(-c2ccc3c(c2)OCO3)cc(C(F)(F)F)n1 (stereo not drawn)
→ 1% | x | -12%
COc1ccc(N2CC(NC(=O)c3c(F)cccc3Cl)CC2=O)cc1OC (stereo not drawn)
→ 2% | x | 7%
COc1ccccc1CNC(=O)COc1cc(=O)n(C)c2ccccc12
→ -7% | x | -9%
Cc1ccc(NC(=O)CSc2nc3c(oc4ccccc43)c(=O)n2-c2ccc(F)cc2)c(C)c1
→ -2% | x | 0%
O=C(CN1C(=O)COc2ccc(S(=O)(=O)N3CCOCC3)cc21)N1CCN(c2cccc(C(F)(F)F)c2)CC1
→ 3% | x | 16%
COc1ccccc1-c1nnc(SCC(=O)c2ccc(F)cc2)n1-c1ccccc1
→ -19% | x | -36%
COc1ccccc1NC(=O)C1=C(C)Nc2nc(SCc3ccccc3F)nn2C1c1cccnc1 (stereo not drawn)
→ -1% | x | 0%
Cn1c(=O)n(-c2cccc(Cl)c2)c(=O)c2sc3ccccc3c21
→ 2% | x | 6%
O=C(CSc1nc2ccccc2nc1Cc1ccccc1)Nc1ccccc1C(F)(F)F
→ -8% | x | -16%
CCOC(=O)c1cc(-c2ccc(C)cc2)n(CC(=O)Nc2ccc(OC)cc2OC)c1C
→ -2% | x | 45%
Cc1cc(C)cc(-n2c(SCC(=O)Nc3cccc(F)c3)nc3c([nH]c4ccccc43)c2=O)c1
→ -1% | x | 8%
CCOc1ccc(NC(=O)Cn2c(=O)cc(C)c3c(C)nn(-c4ccc(CC)cc4)c32)cc1
→ 1% | x | 6%
COc1ccc(NC(=O)CCc2c(C)nc3c(-c4ccccc4)c(C)nn3c2C)cc1Cl
→ 5% | x | 8%
CCCCn1c(CCNC(=O)c2ccc(F)cc2)nc2ccccc21
→ 2% | x | -5%
CCOc1ccc(NC(=O)CCc2nnc3n(C)c(=O)c4sccc4n23)cc1
→ -6% | x | 4%
CC(CNC(=O)c1cnn(-c2ccc(F)cc2)c1-n1cccc1)c1ccccc1 (stereo not drawn)
→ -14% | x | -27%
COc1ccc(C2CC(=O)N(CC(=O)Nc3ccc(C(F)(F)F)cc3)c3ccccc3S2)cc1 (stereo not drawn)
→ 11µM* | x | 29%
CC(=O)N1CCCc2cc(S(=O)(=O)Nc3ccc(C)c(F)c3)ccc21
→ -13% | x | -30%
Cc1ccc(N2CC3=C(C2=O)C(c2ccc(Br)cc2)NC(=O)N3C)cc1 (stereo not drawn)
→ 2% | x | 3%
Cc1ccc(C(=O)CSc2nc(-c3ccccc3)nc3c2CCCC3)c(C)c1
→ -6% | x | 7%
COc1ccc(-n2nc(-c3ccc(C)cc3)c3cnc4cc(F)c(F)cc4c32)cc1
→ 4% | x | -10%
Cc1ccc(C)c(Nc2nn3c(=O)c4ccc(C(=O)NCCc5ccccc5)cc4nc3s2)c1
→ -1% | x | 5%
CCCCN1CC(c2nc3ccccc3n2CCCCOc2ccc(C)c(C)c2)CC1=O (stereo not drawn)
→ 0% | x | -9%
O=C(CSc1nc2c([nH]c3ccccc32)c(=O)n1-c1ccc(Cl)cc1)N1CCOCC1
→ 1% | x | 25%
CCC(=O)N1N=C(c2ccc(OC)cc2)CC1c1cn(-c2ccccc2)nc1-c1cccs1 (stereo not drawn)
→ 1% | x | 6%
Cc1cc(Nc2cc(Cl)ccc2C)n2nc(Cc3ccccc3)nc2n1
→ 0% | x | 8%
Cn1c(=O)c2c(nc(N3CCOCC3)n2Cc2ccccc2Cl)n(C)c1=O
→ -7% | x | 0%
CCc1ccccc1NC(=O)c1cnn2c(C(F)(F)F)cc(-c3ccc(OC)c(OC)c3)nc12
→ -1% | x | 4%
O=c1c2sc3ccccc3c2n(Cc2ccccc2Cl)c(=O)n1Cc1ccccc1
→ -9% | x | 9%
COc1ccccc1Nc1nc(-c2ccccc2)c(CC(=O)O)s1
→ 17µM* | x | -5%
Fc1ccc(CNc2nc(-c3ccccc3)cc(C(F)(F)F)n2)cc1
→ 0% | x | 0%
O=C(Cn1c(=O)n(-c2cccc(Cl)c2)c(=O)c2sc3ccccc3c21)N1CCCC1
→ -5% | x | -18%
O=C(Cn1ncc2c(=O)oc3ccccc3c21)NCc1ccccc1Cl
→ 0% | x | 5%
Cc1cc(=O)n(CC(=O)NC(C)c2ccccc2)c2c1c(C)nn2C (stereo not drawn)
→ 2% | x | 4%
CCOc1ccccc1NC(=O)C1CCCN(S(=O)(=O)c2cccs2)C1 (stereo not drawn)
→ 1% | x | -13%
Cn1c2c(c(=O)n(C)c1=O)C(c1ccccc1C(F)(F)F)CC(=O)N2 (stereo not drawn)
→ -1% | x | -6%
CCn1c(=O)cc(OCC(=O)N2CCN(c3ccc(C(C)=O)cc3)CC2)c2ccccc21
→ 0% | x | 0%
Cc1cc(NC(=O)C(C)(C)Oc2ccc(Cl)cc2)cc(-c2nc3ncccc3o2)c1O
→ 1% | x | 11%
CCOC(=O)CSc1nc2ccc(NC(=O)c3ccccc3)cc2s1
→ u | x | 8%
COc1cc(-c2nnc(SCCOc3cc(C)cc(C)c3)o2)cc(OC)c1OC
→ 15µM* | x | 4%
COc1cccc(NC(=O)N(Cc2c[nH]c3ccccc23)C2CCCCCC2)c1
→ -2% | x | -53%
CC(C)c1ccc(NC(=O)C2CCCN(S(=O)(=O)c3cccc4nonc34)C2)cc1 (stereo not drawn)
→ 2% | x | 9%
O=C(Nc1ccc(O)c(-c2nc3ccccc3o2)c1)c1ccco1
→ 0% | x | 8%
CCn1c(=O)cc(OCC(=O)N2CCN(c3ccc(OC)cc3)CC2)c2ccccc21
→ -5% | x | -29%
CC(C)c1nn2c(=O)cc(COC(=O)c3ccc4c(c3)OCO4)nc2s1
→ -9% | x | 8%
O=C(/C=C/c1cn(CC(O)CN2CCCCCC2)c2ccccc12)c1ccc(Br)cc1 (stereo not drawn)
→ -6% | x | -13%
CCOC(=O)c1ccc(NC(=O)CSc2nnc(CNC(=O)c3ccc(OC)cc3)n2CC)cc1
→ 15µM* | x | -2%
COC(=O)CC1Oc2ccccc2-n2cc(-c3ccc(C)cc3)nc21 (stereo not drawn)
→ -19% | x | 5%
CCn1c(=O)c2cc(C(=O)NCCc3ccc(Cl)cc3)sc2c2ccccc21
→ -7% | x | -7%
Cn1c(=O)nc2n(-c3ccc(Br)cc3)c3cccc(Cl)c3cc-2c1=O
→ -1% | x | -12%
FC(F)(F)c1cccc(-c2nnn3c2nc(NC2CCCCC2)c2ccccc23)c1
→ -1% | x | -36%
CCOC(=O)C1=C(CN2CCN(c3cccc(Cl)c3)CC2)NC(=O)NC1c1ccc(Cl)cc1 (stereo not drawn)
→ -8% | x | 11%
COc1ccc(C)cc1NC(=O)c1cn(C)c(=O)c2cc(OC)c(OC)cc12
→ 3% | x | -6%

Following part
The line under a structure holds: FLuc counter | uPA surface inh | BRCA1 expr act
CC(=O)c1c(C)oc2c(Br)cc(NS(=O)(=O)c3ccc(Br)cc3)cc12
→ -7% | x | 3%
CC1CCN(S(=O)(=O)c2ccc3c(c2)N(CC(=O)NC(C)c2ccccc2)C(=O)CO3)CC1 (stereo not drawn)
→ 2% | x | 7%
Cc1ccc(CCNC(=O)CCn2nc(-c3ccccc3)ccc2=O)cc1
→ -6% | x | 8%
Cc1ccc2oc(=O)c3cnn(CC(=O)N(C)c4ccc(F)cc4)c3c2c1
→ -6% | x | 5%
Cc1nn(-c2ccc(N3CCOCC3)nn2)c(C)c1CCC(=O)NCc1ccc(Cl)cc1
→ -7% | x | 2%
CCOc1ccc(CNC(=O)c2c(C)nn(-c3ccc(F)cc3)c2-n2cccc2)cc1
→ -2% | x | -15%
CCOC(=O)c1c(C)[nH]c(C)c1S(=O)(=O)N1CCC(C(=O)NCc2ccc(N(C)C)cc2)CC1
→ 3% | x | 5%
CCCc1noc(-c2ccc(N3CCCCC3)c([N+](=O)[O-])c2)n1
→ 4% | x | 7.1µM*
COc1cccc(-n2c(=O)c3cc(OC)c(OC)cc3n(CC(=O)Nc3ccccc3)c2=O)c1
→ -9% | x | 8%
COc1ccc(C(=O)OCc2cc(=O)n3nc(C4CC4)sc3n2)cc1OC
→ -5% | x | 0%
Cc1cccc(CN2C(=O)c3ccccc3S(=O)(=O)c3ccc(C(=O)N4CCCC4)cc32)c1
→ 1% | x | -27%
COc1ccccc1NC(=O)C1=C(C)Nc2ncnn2C1c1cccn1C (stereo not drawn)
→ -1% | x | 5%
COc1ccc(S(=O)(=O)NCCc2sc(-c3ccccc3)nc2C)cc1OC
→ 7% | x | 9%
CCCCOC(=O)c1ccc(Nc2ncnc3[nH]ncc23)cc1
→ -8% | x | 18%
CCS(=O)(=O)N1CCc2cc(C(=O)NCc3ccccc3)ccc21
→ -6% | x | 0%
CCc1ccc(NCc2cc3ccc(OC)cc3n(CC(=O)Nc3c(C)cc(C)cc3C)c2=O)cc1
→ 0% | x | 15%
CCc1ccc(NC(=O)Cn2c(=O)n(Cc3ccco3)c(=O)c3cccnc32)cc1
→ -7% | x | 12%
Cc1cc(C)cc(N(CC(=O)Nc2c(C)cc(C)cc2C)S(=O)(=O)c2c(C)nn(C)c2C)c1
→ -1% | x | -42%
COc1ccc(Br)cc1Cn1nnc(C(=O)Nc2ccc(C)cc2C)c1N
→ 4% | x | -17%
CCn1cc(C(=O)OCC(=O)Nc2ccc(F)cc2F)c(=O)c2ccc(C)nc21
→ -9% | x | 7%
CCOC(=O)c1cc(OC(=O)c2cccc(F)c2)n(-c2ccccc2)n1
→ -12% | x | 1%
CCCN1CCN(c2ncnc3sc(C(=O)Nc4c(C)cc(C)cc4C)c(C)c23)CC1
→ 2% | x | 0%
CC1=C(C(=O)OC2CCCCCC2)C(c2c(Cl)cccc2Cl)CC(=O)N1 (stereo not drawn)
→ u | x | -8%
Cc1cc(Br)ccc1NC(=O)c1c(C)oc2ncnc(N3CCCCC3)c12
→ 6% | x | 0%
CCNC(=O)CC1C(=O)N(c2ccc(F)cc2)C(=O)N1Cc1ccc(OC)c(OC)c1 (stereo not drawn)
→ -2% | x | -9%
COc1cccc(CNC(=O)CCNS(=O)(=O)c2ccc3c(c2)CCCC(=O)N3)c1
→ 6% | x | -5%
CC(Nc1ccc(-c2nc(-c3cccnc3)no2)cc1[N+](=O)[O-])c1ccccc1 (stereo not drawn)
→ -1% | x | 9%
Cc1cccc(NC(=O)C2CCN(S(=O)(=O)c3ccc4c(c3)CCCC(=O)N4)CC2)c1
→ 7% | x | 0%
CCN1C(=O)C(O)(c2c(C)[nH]c3ccccc23)c2ccccc21 (stereo not drawn)
→ -1% | x | 14%
Cc1cc(C)cc(N2C(=O)CS(=O)(=O)C23C(=O)N(Cc2ccccc2)c2ccccc23)c1 (stereo not drawn)
→ -7% | x | 11%
CCc1ccccc1Nc1nn2c(=O)c3ccc(C(=O)Nc4ccc(OC)cc4)cc3nc2s1
→ 0% | x | 8%
CCOC(=O)CCNC(=O)N1CCN(S(=O)(=O)c2ccc3c(ccn3C)c2)CC1
→ 0% | x | 0%
COc1ccc(Cl)cc1NC(=O)c1ccc2c(c1)CCN2S(C)(=O)=O
→ 3% | x | 3%
Cc1cc(C(F)F)n2nc(C(=O)Nc3ccc(F)c(Cl)c3)nc2n1
→ -6% | x | -6%
COc1ccc(Cl)cc1NC(=O)Cn1c(=O)n(-c2ccc(C)cc2)c(=O)c2ccc(C(=O)NCc3ccccc3Cl)cc21
→ -3% | x | 3%
O=c1c2cccnc2n(Cc2ccccc2F)c(=O)n1Cc1ccc(F)cc1
→ 0% | x | 0%
O=C(CSc1nc2c([nH]c3ccccc32)c(=O)n1-c1ccc(Cl)cc1)N1CCCCCC1
→ -1% | x | -3%

Results in BRCA1 expr act, for 2 of the compounds above:
canonical_smiles,BRCA1 expr act
CCOC(=O)CCNC(=O)N1CCN(S(=O)(=O)c2ccc3c(ccn3C)c2)CC1,0%
COc1ccc(Cl)cc1NC(=O)c1ccc2c(c1)CCN2S(C)(=O)=O,3%

High-throughput results from PubChem BioAssay.
